Screening results: PubChem BioAssay, several laboratories
HIF activator – HIF pathway transcriptional activation. activation, % at 7.5 µM (by protocol). hit rate 0.32% among 300,000. AID 1910. U2OS HRE-luciferase reporter, luminescence; normalized: DMSO 0%, desferrioxamine 100%;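 active = mean activation of at least 10% of the iron chelator positive control signal, with at least half of replicates also reaching 10%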
aSyn 5UTR inh – 5' untranslated region of α-synuclein, MLPCN primary screen; alpha-synuclein 5'UTR reporter, inhibitor activity; inhibition, % (tested at 7.5 µM); hit rate 0.82% among 300,000; in the data active = inhibition above about 60%;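 also: H4 neuroglioblastoma cells stably carrying SNCA 5'UTR luciferase fusion; 0% = DMSO wells and 100% = positive control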
TRPC4 inh – inhibitors of mouse TRPC4 channel; Q9QUQ5; HEK293 TRPC4beta/mu-opioid, DAMGO-evoked Fluo4 calcium flux; active compounds read low; B-score at 10 µM; hit rate 0.39% among 300,000; AID 2247;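 active = B-score over 3 SD under the library average, no early fluorescence shift, positive overall ratio signal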
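Assay system – HEK293 line stably carrying TRPC4beta and mu-opioid receptor · Doses – single dose · Detection – Fluo4 calcium-dye fluorescence, kinetic read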
TRPC4 potent – allosteric potentiators of mouse TRPC4 channel; Q9QUQ5; HEK293 TRPC4beta/mu-opioid, DAMGO EC20, Fluo-4 Ca2+ flux; active compounds read high; B-score at 10 µM; hit rate 0.42% among 310,000;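 active = B-score of calcium response area above 5 SD of library B-scores, with initial fluorescence ratio within 5 SD of library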;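 also: B-score of integrated fluorescence ratio over time as area under calcium response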
MrgX1 antag – human MrgX1 receptor antagonism, primary screen. Q96LB2. MRGX1-HEK293 calcium flux, Fluo-4, BAM8-22 antagonism; active compounds read low. B-score at 10 µM. hit rate 1.3% among 310,000;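 active = calcium-response B-score plate-corrected more than 3 library SD below zero, starting fluorescence within 5 deviations, no agonist response on first addition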;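 also: peak minus trough fluorescence over baseline after final BAM8-22 challenge near maximal dose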
Target sequence (Q96LB2 whole entry, looked up): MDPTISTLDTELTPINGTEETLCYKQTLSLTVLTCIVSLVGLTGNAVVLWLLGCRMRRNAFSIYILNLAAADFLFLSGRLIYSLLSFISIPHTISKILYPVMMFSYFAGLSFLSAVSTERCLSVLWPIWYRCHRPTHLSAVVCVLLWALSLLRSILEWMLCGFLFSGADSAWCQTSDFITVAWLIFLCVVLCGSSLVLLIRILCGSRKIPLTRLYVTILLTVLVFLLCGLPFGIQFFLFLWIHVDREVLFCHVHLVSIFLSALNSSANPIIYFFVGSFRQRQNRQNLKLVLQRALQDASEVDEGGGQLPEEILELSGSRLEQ
TRPC4 agonist – activators of mouse TRPC4 channel; Q9QUQ5; HEK293 TRPC4beta/mu-opioid, Fluo4 calcium fluorescence; active compounds read high; B-score at 10 µM; hit rate 0.49% among 310,000;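 active = B-score above 5 SD of library B-scores, and initial fluorescence ratio not above library mean plus 5 SD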;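 also: positive B-score marks a calcium rise read as TRPC4 activation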
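Test system: HEK293 cells stably co-expressing mouse TRPC4beta and mu-opioid receptor | Schedule: Fluo4 dye loading 45 min at room temperature, 110 s recording | Measured by: Kinetic Fluo4 calcium fluorescence, 5 s baseline at 1 Hz | Evaluation: B score of integrated ratio | Controls: Buffer (low) and maximal DAMGO (high)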
SKKanGAS inh – SKKanGAS growth inhibition; S. pyogenes SKKanGAS, kanamycin growth, BacTiter-Glo, 6 h; hit rate 1.3% among 300,000; inhibition, % at 7.5 µM;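 active = mean replicate score, as percent of positive control median, at least 50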;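 also: strain carries kanamycin resistance gene driven by streptokinase promoter and grows in 40 µg/ml kanamycin; loss of luminescence reflects streptokinase promoter inhibition or plain growth inhibition; 0% = median of DMSO wells and 100% = positive control at its reference dose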
TRPC6 inh – mouse TRPC6 channel inhibition; B-score at 10 µM; HEK293-TRPC6, membrane potential dye, ACh-evoked depolarization; active compounds read low; hit rate 1.1% among 310,000; Q61143;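 active = B-score under library mean minus 3 SD, initial fluorescence not abnormally high, positive integrated signal ratio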;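 also: B-score derived from integrated fluorescence ratio over the kinetic read; more negative B-score means stronger inhibition of depolarization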
KLF5 inhibitor – kruppel-like factor 5 inhibition. DLD-1 KLF5 promoter-luciferase reporter, luminescence. inhibition, % at 5 µM. hit rate 0.23% among 290,000;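 active = inhibition above a per-plate limit of that plate's mean compound inhibition plus 3 SD, cut at about 60% in these data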;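 also: 0% = DMSO wells and 100% = LY294002 at 200 µM; higher means less KLF5 promoter-driven luciferase light; inactives centre near -14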
IEC-6 tox – counter-screen for KLF5 inhibitors: cytotoxicity in IEC-6 cells | IEC-6 cytotoxicity, luminescence viability | inhibition, % at 5 µM | hit rate 0.78% among 290,000 | AID 1825; in the data active = inhibition above about 22%;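 also: 0% = plate median of test compound wells and 100% = cytotoxic reference compound wells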
TRPC6 activator – mouse TRPC6 channel activation; Q61143; B-score at 10 µM; hit rate 0.13% among 310,000; HEK293-TRPC6 membrane potential dye fluorescence; active compounds read high;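 active = B-score of the integrated fluorescence ratio above library mean plus 3 SD, and starting fluorescence ratio within library mean plus 5 SD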;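 also: higher score means more depolarization so channel activation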
* marks the source's active call; other numbers are inactive results; i = inactive; . = not tested or not shown.

SMILES	HIF activator	aSyn 5UTR inh	TRPC4 inh	TRPC4 potent	MrgX1 antag	TRPC4 agonist	SKKanGAS inh	TRPC6 inh	KLF5 inhibitor	IEC-6 tox	TRPC6 activator
CC(C)(C)[C@H]1C=C(C(=O)Nc2ccccc2)O[C@@H](OCc2ccc(CO)cc2)C1	-1.0	-5	i	i	i	i	-6	i	-4	-3	i
Nc1ccc2oc(-c3cc(Br)ccc3Cl)nc2c1	2.0	41	i	i	i	i	-7	i	-18	6	i
COc1cc(Br)c(C(C)NC(=O)c2ccc(C)cc2)cc1OC (stereo not drawn)	-0.2	-10	.	i	i	i	3	i	-37	1	i
COc1ccc(NC(=S)NCCC(c2ccccc2)c2ccccc2)c(OC)c1	-0.6	-2	i	i	i	i	18	i	-24	5	i
Cc1ccc(NC(=O)COC(=O)C2C3CC4OC(=O)C2C4C3)cc1 (stereo not drawn)	0.2	5	i	i	i	i	-4	i	-13	-4	i
CC(C)C[C@H](NC(=O)c1nc[nH]c1C(=O)NC1CCN(C(=O)OC(C)(C)C)CC1)C(=O)OC(C)(C)C	0.2	17	i	i	i	i	11	i	-1	2	i
O=C(O)CCC(=O)N1CCN(c2nc(-c3ccccc3Cl)c3cc(Br)ccc3n2)CC1	-0.1	21	i	i	i	i	8	i	-7	-6	i
Cc1ccc(N2CC(C(=O)OCC(=O)Nc3cc(C)on3)CC2=O)c(C)c1 (stereo not drawn)	-0.5	-2	i	i	i	i	7	i	-13	-2	i
Cc1c(-c2cccs2)[n+](=O)c2c(n1[O-])CCC2	-0.2	15	i	i	i	i	-1	i	-13	-4	i
O=C(c1cccs1)N1CCN(Cc2ccccn2)CC1	-0.9	-8	i	i	i	i	0	i	-10	-4	i
O=C(CN1CCOc2ccccc21)NCc1ccccc1	-0.1	8	i	i	i	i	-2	i	-1	4	i
Cc1cccnc1NC(=O)CSc1nnc(CNC(=O)c2cccc([N+](=O)[O-])c2)n1C	-0.1	8	i	i	i	i	-1	i	-28	-2	i
Cc1ccc(N=C2C(=O)Nc3ccc(C)c(Br)c32)cc1	-17	2	i	i	i	i	-2	i	-15	7	i
O=C(CN1CCN(c2ccccc2)CC1)N1CCc2ccccc21	1.2	-16	i	i	i	i	-2	i	-10	4	i
O=C(CSc1nc(-c2ccccc2)c(-c2ccccc2)o1)Nc1nncs1	-0.3	26	i	i	i	i	16	i	-51	-3	i
COc1ccc(-n2c3c(c(=O)[nH]c2=O)C(NC(C)=O)(C(F)(F)F)C(=O)N3)cc1 (stereo not drawn)	-0.2	2	i	i	i	i	-3	i	-7	1	i
Cc1ccc(Cn2c(C3CCCN3c3nc(-c4ccc(F)cc4)cs3)nc3cc(C(=O)NCCCO)ccc32)cc1 (stereo not drawn)	0.0	0	i	i	i	i	20	i	.	.	i
CCCOc1ccc(CCN2CCC(=O)NC2=O)cc1C	0.6	-10	i	i	i	i	1	i	-9	4	i
Cc1ccc(S(=O)(=O)NC(C)c2ccccc2)cc1[N+](=O)[O-] (stereo not drawn)	0.2	17	i	i	i	i	1	i	-13	3	i
CCOc1cccc2cc(C(=O)Oc3ccc(OC)cc3)c(=O)oc12	1.2	-5	i	i	i	i	1	i	-44	7	i
CN(C1CCCCC1)S(=O)(=O)c1ccc(NC(=O)c2ccco2)cc1	-0.6	6	i	i	i	i	-4	i	8	-2	i
COCCCN(C(=O)CSCc1ccc(C)cc1)c1c(N)n(Cc2ccccc2)c(=O)[nH]c1=O	-11	10	i	i	i	i	4	i	.	.	i
CN(CC(O)COc1c(F)cc(Br)cc1F)C1CCCCC1 (stereo not drawn)	-0.4	0	i	i	i	i	1	i	-11	1	i
Cc1cccc(-n2c(SCC(N)=O)nc3c(c2=O)C2(CCCCC2)Cc2ccccc2-3)c1	-8.4	-4	i	i	i	i	13	i	-26	-8	i
COCCOC(=O)c1[nH]c2c(c1C)C(=O)CC(c1ccc(N(C)C)cc1)C2 (stereo not drawn)	0.0	-45	i	i	i	i	8	i	-61	0	i
O=C(N/N=C/c1ccc(O)cc1)c1ccc(NC(=O)c2ccccc2Br)cc1	1.3	12	i	i	i	i	4	i	-14	5	i
O=C(CNC(=S)NC(=O)c1cccc([N+](=O)[O-])c1)c1ccccc1	0.2	3	i	i	i	i	4	i	-18	5	i
NC(=O)NC(CC(=O)NCCCc1ccccc1)c1ccccc1Cl (stereo not drawn)	0.0	9	i	i	i	i	-1	i	-8	-4	i
FC(F)(F)c1ccc(-n2cn[nH]c2=S)cc1	0.7	12	i	i	i	i	0	i	-8	2	i
COc1ccc(CNC(=O)c2cc(-c3ccccc3OC)on2)cc1	-0.3	-11	i	i	i	i	-5	i	20	0	i
CCCCC(=O)Nc1cccc(-c2csc(-c3ccccc3)n2)c1	0.6	-55	i	i	i	i	21	i	-40	-3	i
CN(C(=O)COC(=O)c1ccccc1OCc1ccc(Cl)cc1)c1c(N)n(Cc2ccccc2)c(=O)[nH]c1=O	-0.1	33	i	i	i	i	23	i	.	.	i
O=C(NC(=S)Nc1ccc(CN2CCOCC2)cc1)c1ccc(-c2ccc(Cl)cc2)o1	-0.2	-6	i	i	i	i	9	i	-1	-7	i
COc1ccc(C(C)=O)cc1COc1ccccc1[N+](=O)[O-]	-1.8	20	i	i	i	i	2	i	-40	3	i
Cc1csc2ncnc(NCCc3ccccn3)c12	0.9	3	i	i	i	i	-9	i	-27	-2	i
CCOC(=O)C(C)(C)Sc1nc2c(cnn2-c2ccc(C)cc2)c(=O)[nH]1	-0.4	2	i	i	i	i	1	i	-8	-1	i
O=C(NCCc1c[nH]c2ccc(Cl)cc12)c1ccc([N+](=O)[O-])cc1	-0.4	26	i	i	i	i	0	i	-16	-2	i
CCc1nc2scc(-c3cccs3)c2c(=O)o1	-0.2	15	i	i	i	i	7	i	-21	-3	i
CCOc1ccc(-n2cnc3sc(C)c(C)c3c2=O)cc1	-1.6	-41	i	i	i	i	2	i	-16	-2	i
Cc1sc(NC(=O)C2C3CCC(C3)C2C(=O)O)c(C(N)=O)c1-c1ccc(C(C)(C)C)cc1 (stereo not drawn)	-0.3	7	i	i	i	i	5	i	-2	3	i
COCC(=O)Nc1nnc(COc2ccc(Cl)cc2)s1	0.2	-11	i	i	-7.1*	i	-10	i	-39	-1	i
CCOc1ccc(CN(C)CC(=O)c2c(N)n(Cc3ccccc3)c(=O)n(CC)c2=O)cc1OC	-0.4	18	i	i	i	i	4	i	-11	7	i
ONC(=Nc1ccccc1)c1ccc(Cl)cc1	1.5	-46	i	i	i	i	1	i	9	11	i
O=C(C1CCC1)N1CCc2cc(S(=O)(=O)NCCCN3CCCCC3)ccc21	-0.1	15	i	i	i	i	0	i	-10	-7	i
Cc1nc2sc(C(N)=O)c(N)c2c2c1CCCC2	3.7	-29	i	i	i	i	-7	i	-13	3	i
CCOC(=O)N1CCN(Cc2nc3cc(NC(=O)CC)ccc3n2C)CC1	-1.4	-15	i	i	i	i	-4	i	-21	-6	i
CC(C)(C)C(=O)NCCc1nc(-c2ccccc2)no1	0.1	-6	i	i	i	i	-3	i	.	.	i
CC(C)OCC(O)Cn1c(N2CCCC2)nc2c1c(=O)n(C)c(=O)n2C (stereo not drawn)	-0.3	3	i	i	i	i	-5	i	-51	-1	i

Entries listed so far that bear a hit mark in MrgX1 antag:
canonical_smiles,aSyn 5UTR inh,TRPC4 inh,TRPC4 potent,MrgX1 antag,TRPC4 agonist,KLF5 inhibitor,TRPC6 activator
COCC(=O)Nc1nnc(COc2ccc(Cl)cc2)s1,-11,i,i,-7.1*,i,-39,i

Other entries.
SMILES	HIF activator	aSyn 5UTR inh	TRPC4 inh	TRPC4 potent	MrgX1 antag	TRPC4 agonist	SKKanGAS inh	TRPC6 inh	KLF5 inhibitor	IEC-6 tox	TRPC6 activator
COc1ccc(/C=N/NS(C)(=O)=O)c(OC)c1	0.1	-4	i	i	i	i	18	i	-1	9	i
Cc1ccc(NC(=O)C2CCC(=O)N2)cc1C (stereo not drawn)	-0.3	-2	i	i	i	i	-4	i	-9	-6	i
S=c1sc2ccccc2n1CCc1ccncc1	1.9	-2	i	i	i	i	-2	i	.	.	i
COC(=O)c1sc(NC(=O)c2ccc(C)o2)nc1C	1.2	-203	i	i	i	i	4	i	-119	-1	i
CCn1c2ccccc2c2cc(C3C(C#N)=C(C)NC(C)=C3C#N)ccc21	-0.4	19	i	i	i	i	11	i	-8	-7	i
CC1(C)CC(=O)C2=C(C1)Nc1cc3c(cc1C2c1ccc2c(c1)OCO2)OCO3 (stereo not drawn)	0.5	-54	i	i	i	i	-6	i	-6	2	i
COc1ccc(/C=N/NC(=O)CN(C)C(=O)OCc2ccccc2)cc1OC	0.1	21	i	i	i	i	2	i	-22	-5	i
Cc1nc(CC(=O)NNS(=O)(=O)c2ccc(F)c(Cl)c2)cs1	-2.2	19	i	i	i	i	-1	i	-26	1	i
CCN(CC)S(=O)(=O)c1ccc(C)c(NC(=O)Cc2ccc(S(=O)(=O)N3CCOCC3)s2)c1	-0.5	5	i	i	i	i	-4	i	-18	-9	i
O=C(CSCc1ccc(Cl)cc1)N/N=C/c1ccco1	0.1	-5	i	i	i	i	2	i	-41	-3	i
CCOC(=O)C1(Cc2ccc(Cl)cc2)CCN(C(=O)CCc2cnccn2)CC1	-0.2	27	i	i	i	i	1	i	10	1	i
NS(=O)(=O)c1ccc(NC(=O)Nc2cccc(Cl)c2)cc1	1.2	-10	i	i	i	i	-15	i	1	0	i
O=C1CCCN1c1ccc(S(=O)(=O)Oc2ccc(Cl)cc2)cc1[N+](=O)[O-]	-0.3	-7	i	i	i	i	-12	i	-34	8	i
CCOc1nc(-c2ccccc2)ccc1-c1noc(COC)n1	0.3	16	i	i	i	i	-7	i	-11	2	i
CCCCn1cc([N+](=O)[O-])nc1C	-2.4	14	i	i	i	i	2	i	-19	-6	i
Cc1cc(NC(=O)c2c(Cl)cccc2Cl)no1	2.9	7	i	i	i	i	-4	i	-29	1	i
COC(=O)c1c(NC(C)=O)sc(C(=O)Nc2ccccc2C)c1C	1.0	7	i	i	i	i	-5	i	-24	-7	i
O=S(=O)(CCN1CCOCC1)c1ccccc1	0.4	3	i	i	i	i	1	i	-13	2	i
O=C(CNC(=O)c1ccccc1C(F)(F)F)N/N=C/c1cccs1	-0.6	-4	i	i	i	i	-7	i	-15	-4	i
CCCOc1c(Cl)cc(C(=O)Nc2ccc3c(c2)OCO3)cc1OCC	1.6	-13	i	i	i	i	8	i	-24	6	i
